GluA2 TARP mod: modulators of GluA2-stargazin AMPA receptor complexes, primary screen, cell-based, membrane potential dye | Voltage-dependent calcium channel gamma-2 subunit (Mus musculus) + Glutamate receptor 2 … | HEK293 GluA2+stargazin, membrane potential dye (FDSS), glutamate EC50; hits were called plate by plate, in both directions | calls only at 30 µM | 40,000 compounds, 3.5% hits | AID 1259245, 2017;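 active = any of four per-well response measures lying three or more SD from its plate-wide compound average, in either direction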
Target sequence (O88602 whole entry, looked up): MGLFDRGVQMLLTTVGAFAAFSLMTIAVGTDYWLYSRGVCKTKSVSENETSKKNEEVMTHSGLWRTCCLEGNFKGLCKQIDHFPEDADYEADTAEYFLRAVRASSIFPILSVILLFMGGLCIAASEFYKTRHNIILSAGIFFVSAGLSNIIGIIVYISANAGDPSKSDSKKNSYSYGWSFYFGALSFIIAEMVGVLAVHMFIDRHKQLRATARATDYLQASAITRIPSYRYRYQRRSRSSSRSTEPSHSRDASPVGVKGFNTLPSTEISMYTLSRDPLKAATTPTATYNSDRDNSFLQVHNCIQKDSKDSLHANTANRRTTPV
Target sequence (P19491 whole entry, looked up): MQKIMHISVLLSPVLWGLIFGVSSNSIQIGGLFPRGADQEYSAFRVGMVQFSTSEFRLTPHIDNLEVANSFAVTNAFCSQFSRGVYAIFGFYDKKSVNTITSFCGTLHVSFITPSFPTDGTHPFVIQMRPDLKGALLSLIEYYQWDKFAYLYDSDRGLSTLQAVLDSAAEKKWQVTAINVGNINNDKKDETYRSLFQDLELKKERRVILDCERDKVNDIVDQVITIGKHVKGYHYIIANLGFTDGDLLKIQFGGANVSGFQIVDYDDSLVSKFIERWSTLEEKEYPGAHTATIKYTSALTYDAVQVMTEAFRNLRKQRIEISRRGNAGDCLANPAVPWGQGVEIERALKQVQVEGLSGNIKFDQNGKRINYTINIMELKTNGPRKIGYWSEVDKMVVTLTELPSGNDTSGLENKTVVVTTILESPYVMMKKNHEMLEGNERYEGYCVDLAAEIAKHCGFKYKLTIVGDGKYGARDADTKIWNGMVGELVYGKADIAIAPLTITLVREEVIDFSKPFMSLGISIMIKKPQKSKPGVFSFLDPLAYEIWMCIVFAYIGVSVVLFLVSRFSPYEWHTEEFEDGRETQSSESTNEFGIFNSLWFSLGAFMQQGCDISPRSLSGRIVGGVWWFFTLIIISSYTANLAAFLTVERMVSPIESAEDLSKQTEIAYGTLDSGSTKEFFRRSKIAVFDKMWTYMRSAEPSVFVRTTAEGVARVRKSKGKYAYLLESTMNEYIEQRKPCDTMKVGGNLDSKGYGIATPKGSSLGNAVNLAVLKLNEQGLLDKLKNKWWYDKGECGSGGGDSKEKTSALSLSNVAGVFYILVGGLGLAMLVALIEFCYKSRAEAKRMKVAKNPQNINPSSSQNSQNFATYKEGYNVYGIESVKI
GluA2 TARP mod agonism max-min: second read-out of GluA2 TARP mod, no call of its own (marks repeat the call); compound max-min signal; compound-alone response (agonism);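 unitless range of fluorescence divided by baseline over first 100 seconds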
GluA2 TARP mod glutamate slope: recorded beside GluA2 TARP mod, whose call it bears; glutamate slope, % of max; measured here: glutamate response slope, % max;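 scaled per plate between vehicle wells and maximal 1 mM glutamate control wells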
The depositor's hits bear a star; i = inactive; + = active, no number. The list is partial, so the mix of outcomes need not match the whole.

GluA2 TARP mod | Structure | GluA2 TARP mod agonism max-min | GluA2 TARP mod glutamate slope
i | Cn1c(=O)c2c(nc(N3CCCC3)n2CC(O)COc2ccc3ccccc3c2)n(C)c1=O (configuration not stated) | 0.13 | 40
i | O=C(NCC(O)c1ccsc1)c1ccccc1Cl (configuration not stated) | 0.079 | 63
i | COc1cccc(CC(=O)NCC(O)c2ccsc2)c1 (configuration not stated) | 0.067 | 64
i | CC(=O)c1ccc(NC(=O)CSc2ccc(NC(=O)C(C)C)nn2)cc1 | 0.1 | 53
i | CC(C)c1nnc(C2CCN(C(=O)c3c[nH]c4ccccc34)CC2)o1 | 0.11 | 65
i | COc1ccc(C(=O)NCCS(=O)(=O)N2CCN(c3ncccn3)CC2)cc1OC | 0.094 | 59
i | COc1ccc(OC)c(-c2cc(C(=O)NCc3n[nH]c(=O)c4ccccc34)n(C)n2)c1 | 0.1 | 50
i | COc1ccc(C)cc1NC(=O)N1CCN(c2ccc(C)nn2)CC1 | 0.071 | 46
i | COc1ccc(C(=O)Nc2ccc(N3CCCC3=O)c(C)c2)cc1 | 0.095 | 62
i | O=C(CCCc1ccccc1)N1CCN(c2ccc(Nc3cccnc3)nn2)CC1 | 0.24 | 38
i | O=C(/C=C/c1ccco1)N1CCC(CNS(=O)(=O)c2cccnc2)CC1 | 0.063 | 36
i | CC(=O)c1ccc(OC(=O)c2cc3cc(Br)ccc3oc2=O)cc1 | 0.12 | 56
i | O=C(NC1CC(=O)N(C2CC2)C1)c1ccccc1C(F)(F)F (configuration not stated) | 0.044 | 39
i | O=S(=O)(Cc1cccc(F)c1)NCC(O)(c1ccccc1)C1CC1 (configuration not stated) | 0.16 | 43
i | Cc1cnc2c(c1SCCO)c(=O)n(C)c(=O)n2C | 0.09 | 58
i | CCCC(=O)N(CCN1CCOCC1)c1nc2c(OC)ccc(C)c2s1 | 0.16 | 64
i | O=C(CSCc1ccccc1)N1CCC(c2nnc(-c3ccco3)s2)CC1 | 0.095 | 64
i | COc1ccc(S(=O)(=O)CCC(=O)Nc2nc3cc(OC)c(OC)cc3s2)cc1 | 0.086 | 79
i | CC(=O)N1CCc2ccc(NC(=O)C3(c4ccccc4)CCOCC3)cc2C1 | 0.061 | 41
i | CCOc1cn(-c2ccc(F)cc2)nc1C(=O)N1CCN(Cc2ccccc2)CC1 | 0.063 | 73
i | CC(Sc1nnnn1-c1ccc(Cl)cc1)C(=O)Nc1sc2c(c1C#N)CCCC2 (configuration not stated) | 0.091 | 57
i | Cc1ccc([N+](=O)[O-])cc1NC(=O)c1ccc(=O)n(Cc2cccc(C(F)(F)F)c2)c1 | 0.091 | 49
i | Cc1cc(C)c(N(C)S(=O)(=O)c2cc(N(C)S(=O)(=O)c3ccccc3)c(C)cc2C)c(C)c1 | 0.066 | 72
i | COc1ccc(S(=O)(=O)N2CCN(CCNC(=O)C(C)(C)C)CC2)cc1 | 0.042 | 39
i | COc1ccccc1CNC(=O)Cc1c(C)[nH]c(=O)[nH]c1=O | 0.16 | 72

One compound at a time, from the list above. Values in the order: GluA2 TARP mod | GluA2 TARP mod agonism max-min | GluA2 TARP mod glutamate slope
`COc1cccc(CC(=O)NCC(O)c2ccsc2)c1` (configuration not stated) across the screens: i | 0.067 | 64
`O=C(NCC(O)c1ccsc1)c1ccccc1Cl` (configuration not stated) across the screens: i | 0.079 | 63
`COc1ccc(S(=O)(=O)N2CCN(CCNC(=O)C(C)(C)C)CC2)cc1` across the screens: i | 0.042 | 39
`CC(=O)c1ccc(OC(=O)c2cc3cc(Br)ccc3oc2=O)cc1` across the screens: i | 0.12 | 56
`COc1ccc(S(=O)(=O)CCC(=O)Nc2nc3cc(OC)c(OC)cc3s2)cc1` across the screens: i | 0.086 | 79

(list continues)
GluA2 TARP mod | Structure | GluA2 TARP mod agonism max-min | GluA2 TARP mod glutamate slope
i | COc1ccccc1CNC(=O)C(=O)Nc1c2c(nn1C(C)(C)C)CS(=O)(=O)C2 | 0.065 | 94
i | Cc1ccc2c(CC(=O)N3CCN(c4ccccc4Cl)CC3)cc(=O)oc2c1 | 0.051 | 64
i | OC(CNC1CCCC1)COc1ccc2c(c1)CCC2 (configuration not stated) | 0.047 | 51
i | CCCCN1C(=O)CCc2cc(NC(=O)c3ccc(OCC)cc3)ccc21 | 0.065 | 49
i | CCOc1ccc(CC(=O)N2CCN(c3ncnc4c3nnn4CC)CC2)cc1 | 0.052 | 47
i | O=C(NCC(O)(c1ccccc1)C1CC1)C1COc2ccccc2O1 (configuration not stated) | 0.13 | 48
i | CCc1cc(=O)[nH]c(-n2nc(C3CC3)cc2NC(=O)COC)n1 | 0.086 | 61
i | CCc1cccc2sc(N(CCN3CCOCC3)C(=O)CCc3ccccc3)nc12 | 0.059 | 54
i | COc1ccccc1OCCCn1c(C2CC(=O)N(c3ccc(F)cc3)C2)nc2ccccc21 (configuration not stated) | 0.11 | 63
+ | Cc1cc(NC(=O)c2c(F)cccc2F)n(-c2nc3c(cnn3-c3ccc(C)c(C)c3)c(=O)[nH]2)n1 | 0.094* | 69*
i | CCCCN1C(=O)CCc2cc(NC(=O)c3ccc4c(c3)OCO4)ccc21 | 0.068 | 53
i | CSc1ccccc1CN1CCC(CNC(=O)NCc2ccc(F)cc2)CC1 | 0.058 | 46
i | CN(C)S(=O)(=O)c1ccc(C(=O)Nc2nnc(-c3ccc(Br)s3)o2)cc1 | 0.16 | 58
i | O=c1ccc(-c2ccco2)nn1CCCNS(=O)(=O)c1cc(F)ccc1F | 0.12 | 61
i | COc1cccc2cc(C(=O)Nc3ccc4c(c3)C(=O)N(C)CCO4)oc12 | 0.11 | 44
i | Cc1noc(C)c1S(=O)(=O)N1CCC(c2nnc(-c3ccco3)o2)CC1 | 0.11 | 48
i | Cc1cccc(Cn2nc3ccc(S(=O)(=O)N4CCC(C)CC4)cn3c2=O)c1 | 0.092 | 56
i | CCOc1cc(C)ccc1S(=O)(=O)N1CCCCC1 | 0.075 | 57
i | Cc1nnsc1C(=O)N1CCC(CNC(=O)c2ccccc2Br)CC1 | 0.048 | 38
i | COc1ccc(Cl)cc1NC(=O)Nc1ccc(-n2nnn(CC(N)=O)c2=O)cc1 | 0.14 | 59
i | CCc1nc2ccccc2n1CCCOc1ccccc1 | 0.094 | 68
i | O=C(Oc1ccccc1)N1CCC(CNS(=O)(=O)c2cccnc2)CC1 | 0.092 | 63
i | Cc1nn(-c2ccccc2)c2ncc(C(=O)Nc3ccccc3-c3ccccc3)c(Cl)c12 | 0.087 | 66
i | COc1cccc2sc(N(Cc3ccco3)C(=O)CSCc3ccccc3)nc12 | 0.083 | 55
i | CCn1c(=O)c2c(nc3n(-c4ccc(OC)cc4OC)c(-c4ccccc4)cn23)n(C)c1=O | 0.12 | 58

Gathered by group, the compounds so far containing a tert-butyl group (2)
GluA2 TARP mod | Structure | GluA2 TARP mod agonism max-min | GluA2 TARP mod glutamate slope
i | COc1ccc(S(=O)(=O)N2CCN(CCNC(=O)C(C)(C)C)CC2)cc1 | 0.042 | 39
i | COc1ccccc1CNC(=O)C(=O)Nc1c2c(nn1C(C)(C)C)CS(=O)(=O)C2 | 0.065 | 94

More entries follow.
GluA2 TARP mod | Structure | GluA2 TARP mod agonism max-min | GluA2 TARP mod glutamate slope
i | Cc1nn(-c2nc3c(c(=O)n(CC(=O)C(C)(C)C)c(=O)n3C)n2CC(C)C)c(C)c1C | 0.071 | 84
i | CN1C(=O)CCc2cc(NC(=O)Nc3cccc(Cl)c3)ccc21 | 0.14 | 54
i | COc1ccccc1NC(=O)c1nn(-c2ccc(F)cc2)cc1OC | 0.081 | 65
i | CCc1ccc(NC(=O)CSc2nnc3ccc(C(=O)Nc4ccc(C)cc4)cn23)cc1 | 0.11 | 64
i | CCOc1ccccc1C(=O)NCC(C)(O)COC (configuration not stated) | 0.098 | 69
i | CCNC(=O)C1CCN(c2cc(SCC(=O)Nc3ccc(OC)c(Cl)c3)ncn2)CC1 | 0.091 | 50
i | COC(=O)Cn1c(=O)c2c(nc3n(-c4cc(C)ccc4C)c(C)cn23)n(C)c1=O | 0.049 | 30
i | CCN=C1SC(CC(=O)Nc2sccc2C(=O)OC)C(=O)N1CC (configuration not stated) | 0.079 | 52
i | CCOc1ccc2nc(N(CCN3CCOCC3)C(=O)c3ccnn3C)sc2c1 | 0.17 | 43
+ | CS(=O)(=O)c1ccc(CC(=O)Nc2ccccc2Oc2ccccc2)cc1 | 0.06* | 69*
i | Cc1ccc([N+](=O)[O-])cc1NC(=O)C(=O)NCC(c1cccs1)N1CCOCC1 (configuration not stated) | 0.15 | 71
i | O=C(CS(=O)(=O)c1ccccc1)N1CCCCC1 | 0.066 | -6
i | O=C(Nc1ccccc1C(F)(F)F)N1CCN(c2ccc(-c3ccncc3)nn2)CC1 | 0.08 | 46
i | CCN(C(=O)c1cc2c(=O)n3cc(C)ccc3nc2n1Cc1ccccc1)c1ccccc1 | 0.11 | 61
i | COc1cc(N2CCN(S(=O)(=O)c3cccc(C(F)(F)F)c3)CC2)nc(OC)n1 | 0.13 | 48
i | O=C(Nc1nnc(CSc2ccccc2)o1)C1CCCCC1 | 0.072 | 47
i | COc1ccc(OC)c(-c2ccc(=O)n(CC(=O)NCc3ccco3)n2)c1 | 0.081 | 93
i | CCc1ccc(-n2c(-c3ccccc3)cn3c4c(=O)n(CC(=O)OC)c(=O)n(C)c4nc23)cc1 | 0.047 | 61
i | COc1cc(S(=O)(=O)N2CCN(c3ccc(N4CCCC4)nn3)CC2)c(C)cc1C | 0.11 | 41
i | COc1ccc(OC)c(-c2ccc(=O)n(CC(=O)N3CCN(c4ccccc4)CC3)n2)c1 | 0.063 | 99
i | O=C(Nc1cccs1)N1CCN(Cc2nc(-c3ccco3)cs2)CC1 | 0.15 | 50
i | COc1ccccc1-n1c(C)c(C)n2c3c(=O)n(CCc4ccccc4)c(=O)n(C)c3nc12 | 0.075 | 34
i | Cc1ccc(Oc2cccc(NC(=O)c3ccc(F)cc3F)c2)nn1 | 0.079 | 62
i | CN(C)C(CNC(=O)Nc1ccccc1C(F)(F)F)c1ccccc1 (configuration not stated) | 0.071 | 46
i | CCSc1ccccc1C(=O)N1CCC(Oc2nc3c(F)cc(F)cc3s2)CC1 | 0.094 | 58

Ordered by count of non-hydrogen atoms (largest number first): part of the list above
GluA2 TARP mod | Structure | GluA2 TARP mod agonism max-min | GluA2 TARP mod glutamate slope
i | COc1ccc(OC)c(-c2ccc(=O)n(CC(=O)N3CCN(c4ccccc4)CC3)n2)c1 | 0.063 | 99
i | COc1cc(S(=O)(=O)N2CCN(c3ccc(N4CCCC4)nn3)CC2)c(C)cc1C | 0.11 | 41
i | CCSc1ccccc1C(=O)N1CCC(Oc2nc3c(F)cc(F)cc3s2)CC1 | 0.094 | 58

Additional records:
GluA2 TARP mod | Structure | GluA2 TARP mod agonism max-min | GluA2 TARP mod glutamate slope
i | Cn1ccc(C(=O)N(CCCN2CCOCC2)c2nc3ccccc3s2)n1 | 0.17 | 40
i | COc1ccc(Cn2nc3ccc(S(=O)(=O)N4CCOCC4)cn3c2=O)cc1 | 0.093 | 56
i | COc1ccc(Cl)cc1S(=O)(=O)NCC1CCN(C(C)C)CC1 | 0.093 | 59
i | Cn1cccc1C(O)CNC(=O)c1cc(Br)ccc1Cl (configuration not stated) | 0.081 | 56
i | COc1cc(C)c(C)cc1S(=O)(=O)Nc1ccc(N2CCCC2=O)cc1 | 0.048 | 66
i | COc1cc(C)c(C)cc1S(=O)(=O)NCC1CCN(C2CCCC2)CC1 | 0.055 | 55
i | O=C(NCCCN1CCOC(c2ccccc2)C1)c1ccc2c(c1)OCO2 (configuration not stated) | 0.058 | 43
i | COc1cccc(OCCCn2c(C(C)NC(=O)c3ccco3)nc3ccccc32)c1 (configuration not stated) | 0.1 | 52
i | COc1cc(OC)cc(C(=O)N2CCN(c3ncnc4c3nnn4-c3ccc(Cl)cc3)CC2)c1 | 0.12 | 49
i | O=C(Cc1csc(Nc2ccc(Cl)cn2)n1)N1CCCc2ccccc21 | 0.14 | 38
i | CCCCOC(=O)c1ccc(NC(=O)CCN2C(=O)c3ccccc3S2(=O)=O)cc1 | 0.091 | 54
i | COc1ccccc1-c1cnn2c(N3CCN(Cc4ccccc4)CC3)cc(C)nc12 | 0.13 | 58
i | Cc1ccc2cc(CCNC(=O)c3ccc(S(=O)(=O)N4CCCCC4)cc3)c(=O)[nH]c2c1 | 0.061 | 51
i | CCC(=O)Nc1ccc2c(c1)N(S(=O)(=O)c1ccccc1)CCC2 | 0.096 | 68
i | O=C(Nc1ccc2c(c1)N(C(=O)c1ccco1)CC2)c1ccc(F)cc1Cl | 0.13 | 54
i | CCn1nnc2c(N3CCN(C(=O)OC)CC3)ncnc21 | 0.063 | 43
i | Cc1ccc(Cn2c(C3CC(=O)N(C(C)(C)C)C3)nc3ccccc32)cc1 (configuration not stated) | 0.11 | 76
i | COc1ccc(-c2ccc(N3CCN(C(=O)c4cc(OC)cc(OC)c4)CC3)nn2)cc1 | 0.1 | 66
i | COc1ccc(OC)c(-c2ccc(=O)n(CCNC(=O)C(C)Oc3ccccc3F)n2)c1 (configuration not stated) | 0.085 | 47
i | COc1ccc(NC(=O)Oc2ccccc2)cc1N1CCCC1=O | 0.097 | 39
i | CCOC(=O)Cc1ccc(NS(=O)(=O)Cc2ccccc2)cc1 | 0.054 | 28
i | CCNS(=O)(=O)c1ccc(F)c(OCC)c1 | 0.11 | 64
i | Cc1nc2cc(NC(=O)CCCS(=O)(=O)c3ccccc3)ccc2s1 | 0.088 | 67
i | CCOc1ccc(-c2noc(-c3nnn(-c4ccccc4Cl)c3N)n2)cc1 | 0.084 | 49
i | COc1ccc(S(=O)(=O)NCCc2csc(-c3ccc(F)cc3)n2)c(OC)c1 | 0.11 | 51

Source: PubChem (Vanderbilt High Throughput Screening Facility)
